Source: PubChem BioAssay
PLK1 inh = blocks human PLK1 kinase activity | P53350 | recombinant PLK1 kinase, TR-FRET peptide phosphorylation | inhibition, % at 10 µM | 97,000 compounds, 0.53% hits;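 active = inhibition of 50% or more in the single-concentration screen; inactive = inhibition below 50%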;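 note: 0% = DMSO max control and 100% = H-89 dihydrochloride min control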
PTPN22 inh 2 = LYP (human) phosphatase inhibition. Q9Y2R2. recombinant LYP catalytic domain, DiFMUP fluorescence. inhibition, % at 2 µM. 96,000 compounds, 0.21% hits. AID 640;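 active = inhibition at 2 µM at or above a set limit, the screen mean plus 3 SD, cut at about 24% in these data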;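 note: 0% = DMSO with enzyme and 100% = enzyme fully blocked by orthovanadate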
Target sequence (Q9Y2R2 whole entry, looked up, the tested form may be a part): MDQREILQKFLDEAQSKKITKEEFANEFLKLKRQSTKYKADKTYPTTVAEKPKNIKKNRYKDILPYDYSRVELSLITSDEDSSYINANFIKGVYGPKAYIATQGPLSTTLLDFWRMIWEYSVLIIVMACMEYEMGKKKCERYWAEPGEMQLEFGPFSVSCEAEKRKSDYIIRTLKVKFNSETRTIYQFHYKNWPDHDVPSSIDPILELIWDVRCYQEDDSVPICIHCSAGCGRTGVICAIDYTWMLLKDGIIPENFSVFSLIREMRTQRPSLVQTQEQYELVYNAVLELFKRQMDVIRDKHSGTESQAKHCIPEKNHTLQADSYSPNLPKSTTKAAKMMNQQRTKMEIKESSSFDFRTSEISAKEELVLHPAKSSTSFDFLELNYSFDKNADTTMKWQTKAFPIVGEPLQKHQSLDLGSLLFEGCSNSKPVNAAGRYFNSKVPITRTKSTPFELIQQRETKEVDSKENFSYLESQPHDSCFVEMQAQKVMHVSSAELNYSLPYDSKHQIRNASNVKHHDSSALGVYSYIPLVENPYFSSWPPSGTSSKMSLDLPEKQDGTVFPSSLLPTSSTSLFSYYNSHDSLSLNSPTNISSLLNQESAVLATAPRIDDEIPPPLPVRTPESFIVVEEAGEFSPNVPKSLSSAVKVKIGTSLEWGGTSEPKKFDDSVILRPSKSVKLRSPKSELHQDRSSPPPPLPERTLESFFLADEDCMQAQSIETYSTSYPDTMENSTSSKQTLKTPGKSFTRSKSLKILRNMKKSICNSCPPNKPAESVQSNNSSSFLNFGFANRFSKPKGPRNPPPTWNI
PTPN22 act = increases human PTPN22 phosphatase activity | recombinant LYP, DiFMUP fluorescence; 0 = plate median, 100 = signal doubled | activation, % at 2 µM | 96,000 compounds, 0.11% hits;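 active = activation at 2 µM above a set limit, the mean plus 5 SD, cut at about 37% in these data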
CYP2C9 inhib = blocks human cytochrome P450 2C9; CYP2C9 Supersomes, luciferin-H conversion, luminescence; inhibition, % at 5 µM; 96,000 compounds, 20% hits; AID 777;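 active = blocking of liver enzyme CYP2C9 beyond about 50% at 5 µM, limit read from the data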; note: values of inactives mirror those of a sister screen read the other way
EphB4 antag = antagonists of human EphB4-ephrin-B2 interaction; EphB4 LBD / TNYL-RAW-Alexa532 peptide, fluorescence polarization; 97,000 compounds, 0.15% hits; P54760; inhibition, % at 7 µM;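 active = inhibition above the screen-wide mean inhibition plus 3 SD, cut at about 15% in these data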;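 note: 0% = DMSO wells and 100% = excess unlabeled TNYL-RAW peptide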
PLK1 PBD inh = inhibitors of human Plk1 polo box domain binding. P53350. Plk1 PBD phosphopeptide binding, fluorescence polarization. inhibition, %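 (tested at about 20 µM)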. 97,000 compounds, 0.13% hits. AID 693; in the data active = inhibition above about 34%, passing the limit was not always enough
CYP2C9 act = activators of human CYP2C9; AID 1024; activation factor at 5 µM; recombinant CYP2C9, luciferin-H conversion, luminescence; active compounds read high; factor 1 = untreated enzyme, 0 = blocked; 96,000 compounds, 1.4% hits; P11712;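 active = activation factor of 2 or more for CYP2C9 at a 5 µM dose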;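 note: 0 = sulfaphenazole-blocked wells and 1 = vehicle-only wells; values of inactives mirror those of a sister screen read the other way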
Rev-RRE block = inhibitors of HIV-1 Rev-RRE RNA interaction; Rev peptide-RRE RNA binding, FRET; inhibition, % at 8 µM; 97,000 compounds, 0.79% hits; AID 704; P05866;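 active = inhibition above the screen-wide mean plus 3 SD, cut at about 35% in these data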;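 note: 0% = median DMSO wells and 100% = median Neomycin B control wells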
Target sequence (P05866 whole entry, looked up): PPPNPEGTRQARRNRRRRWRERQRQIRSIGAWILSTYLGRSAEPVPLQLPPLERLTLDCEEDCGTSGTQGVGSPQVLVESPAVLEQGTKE
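Test system – labelled RRE RNA duplex and labelled Rev peptide · Signal – fluorescein-to-Cy5 FRET, 480 nm excitation · Evaluation – % inhibition of FRET ratio versus controls · Benchmarks – DMSO low control, neomycin B high control · Incubation – 5 min RNA-compound premix plus 15 min binding step, 25 °C · Medium – HEPES pH 7.5 salt buffer with EDTA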
Calb biofilm kill = kills Candida albicans biofilms | inhibition, % at 6 µM | AID 834 | C. albicans biofilm + clotrimazole, Alamar Blue | 85,000 compounds, 0.14% hits;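 active = inhibition above 20%; inactive = inhibition below 20%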;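 note: preformed 24 hr biofilms exposed to compound for 48 hr; 0% = biofilm without compound and 100% = blank killed by clotrimazole plus chlorhexidine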
* hit, by the source's call; . = no result given.

SMILES	PLK1 inh	PTPN22 inh 2	PTPN22 act	CYP2C9 inhib	EphB4 antag	PLK1 PBD inh	CYP2C9 act	Rev-RRE block	Calb biofilm kill
Cc1cc2nc(CCN(Cc3cccnc3)C(=S)Nc3ccccc3)[nH]c2cc1C	0	8	-4	0	-1	14	1	-3	.
CCn1nnc(NC(=O)c2ccccc2Br)n1	-11	-5	4	4	-7	-3	1	3	-5
CCOc1cccc(N2C(=O)CC(n3cnc4ccccc43)C2=O)c1 (stereo not drawn)	-11	12	-9	-6	1	4	1.1	-1	7
N/C(=N\OC(=O)Cc1ccc(Cl)cc1)c1ccccn1	-4	-6	5	22	5	-14	0.8	9	3
CC(=O)c1ccc(NC(=O)CCSCCC(=O)Nc2ccc(C(C)=O)cc2)cc1	-41	4	-2	33	3	4	0.7	9	7
CC(NC(=O)CSc1nc(=O)cc(N)n1CCc1ccccc1)c1ccccc1 (stereo not drawn)	-13	-6	4	17	-8	9	0.8	3	.
CC(=O)N1CCc2ccc(C(=O)CN3CCN(c4cccc(C)c4C)CC3)cc21	-3	4	-6	0	-2	5	1	7	6
CCCCC(=O)Nc1ccc(C(=O)Nc2ccc(S(=O)(=O)N3CCCC3)cc2)cc1	-6	-5	2	28	4	-9	0.7	7	0
CCOC(=O)Cn1c(=O)oc2cc(S(=O)(=O)Nc3cc(OCC)ccc3OCC)ccc21	-16	-2	0	74*	5	-18	0.3	9	8
COc1cc(Cl)c(S(=O)(=O)N2CC(C)OC(C)C2)cc1Cl (stereo not drawn)	-7	6	-6	-71	4	-5	1.7	2	2

Shown as a markdown table: 3 of the compounds above
| Structure | PLK1 inh | PTPN22 inh 2 | PTPN22 act | CYP2C9 inhib | EphB4 antag | PLK1 PBD inh | CYP2C9 act | Rev-RRE block | Calb biofilm kill |
| --- | --- | --- | --- | --- | --- | --- | --- | --- | --- |
| CC(NC(=O)CSc1nc(=O)cc(N)n1CCc1ccccc1)c1ccccc1 (stereo not drawn) | -13 | -6 | 4 | 17 | -8 | 9 | 0.8 | 3 | . |
| CC(=O)N1CCc2ccc(C(=O)CN3CCN(c4cccc(C)c4C)CC3)cc21 | -3 | 4 | -6 | 0 | -2 | 5 | 1 | 7 | 6 |
| CCCCC(=O)Nc1ccc(C(=O)Nc2ccc(S(=O)(=O)N3CCCC3)cc2)cc1 | -6 | -5 | 2 | 28 | 4 | -9 | 0.7 | 7 | 0 |

Later entries.
SMILES	PLK1 inh	PTPN22 inh 2	PTPN22 act	CYP2C9 inhib	EphB4 antag	PLK1 PBD inh	CYP2C9 act	Rev-RRE block	Calb biofilm kill
Cc1ccc(-n2nnnc2SCCNS(=O)(=O)c2ccccc2)cc1C	19	-2	1	-96	1	11	2*	12	7
Nc1ccc2oc3ncccc3c(=O)c2c1	3	1	3	-13	-5	-5	1.1	4	6
Cc1cc(NC(=O)CSc2nnc3c(C)cc4cc(C)c(C)cc4n23)no1	-6	-2	2	22	0	4	0.8	-1	3
Cc1cc2occ(CC(=O)Nc3nnc(C4CC4)s3)c2cc1C	-11	4	-2	6	1	-13	0.9	13	.
CCOC(=O)c1c(N)sc(C(=O)N2CCCC2)c1C	-8	-6	3	-4	-2	-5	1	5	3
CCOC(=O)CC(N)c1ccc(OC)cc1 (stereo not drawn)	-12	-10	13	-1	-1	-14	1	10	0
CC(C)Oc1ccc(/C=N/NC(=O)C(CSCc2ccccc2)NC(=O)c2ccc([N+](=O)[O-])cc2)cc1 (stereo not drawn)	-14	5	-4	.	-5	1	.	12	16
CCOC(=O)c1ccc(NC(=O)c2nccnc2C(=O)O)cc1	-18	5	-8	-30	-2	22	1.3	5	9
Cc1ccc(/C=N/c2sc3c(c2C#N)CCC3)s1	-4	-15	12	-1	3	-20	1	9	6
O=C1CCc2nc3ccccc3c(=O)n2N1	-3	-23	25	1	-3	-28	1	3	8
O=C(Cc1ccccc1F)Nc1ccc(Cl)nc1	-9	-3	4	.	5	1	.	11	7
CCc1nnc(NC(=O)c2ccc3c(c2)C(=O)N(CC(C)C)C3=O)s1	-7	-3	1	.	3	19	.	2	9
COCCCn1c(N)c(-c2nc3ccccc3n2C)c2nc3ccccc3nc21	0	9	-8	66*	6	-12	0.3	58*	3
O=C(Cn1cnc2ccccc2c1=O)c1ccccc1	-3	-9	11	.	7	-19	.	7	9
Clc1ccc(Cn2ccc(-c3ccc4c(c3)OCO4)n2)cc1Cl	11	-4	6	45	2	2	0.6	17	.
O=C(Nc1ccccc1N1CCCC1)c1ccco1	-9	3	-2	1	-7	-7	1	2	5
CCC(c1nnnn1CS(=O)(=O)c1ccc(C)cc1)N1CCN(c2nc3ccccc3s2)CC1 (stereo not drawn)	-10	22	-21	48	4	-18	0.5	4	8
CC(=O)OC(C(=O)NCc1ccc(F)cc1)c1ccccn1 (stereo not drawn)	-10	-5	5	-17	0	-26	1.2	10	-5
Cn1c(=O)cc(OCC(=O)NCc2ccccn2)c2ccccc21	-11	-8	8	-54	7	4	1.5	8	4
Cn1c(=O)oc2cc(S(=O)(=O)N3CCCC(C(=O)NCc4ccc5c(c4)OCO5)C3)ccc21 (stereo not drawn)	-9	-1	0	68*	-5	-8	0.3	-1	10
CC1=CCC(C(=O)N/N=C/c2cccs2)C(c2ccc(F)cc2)C1 (stereo not drawn)	-7	8	-10	44	6	-137	0.6	7	1
COc1ccc(-c2nc3c(n2O)CCCC3=O)cc1OC	-2	-4	1	-7	-5	-7	1.1	5	4
CC(C)(C)n1ncc2c(=O)n(CC(=O)N3CCCCCC3)cnc21	3	2	-3	-24	5	-27	1.2	7	.
Cc1cc(=O)[nH]c(-n2[nH]c3c(c2=O)CCCC3)n1	-8	10	-7	4	6	-25	1	26	.
CCCCCC(=O)Nc1c(-c2cccs2)c(=O)c2ccccc2n1C	3	4	-3	14	-1	18	0.9	0	1
CC(C)(C)C1CCc2[nH]nc(C(=O)O)c2C1 (stereo not drawn)	-4	5	-6	-13	10	-2	1.1	2	9
COc1cccc(-c2ncc3ccccn23)c1	-19	0	0	.	-2	14	.	27	3
N#CCCN1CCN(S(=O)(=O)c2ccc(S(=O)(=O)NC3CCCCC3)cc2)CC1	-9	4	-5	58*	1	-4	0.4	8	10
CC1=CC(C)(C)N(C(=O)C(C)N2C(=O)c3ccccc3C2=O)c2ccc(C)cc21 (stereo not drawn)	-2	0	1	7	2	-10	0.9	-9	2
Cc1ccc(CNc2nc(N)c([N+](=O)[O-])c(Nc3cccc(F)c3)n2)cc1	-3	-5	6	65*	-2	9	0.3	-4	7
CCC(=O)Nc1nc2nc(-c3ccccc3)cc(-c3ccccc3)n2n1	-16	-6	3	22	13	-14	0.8	15	.
COC(=O)Nc1nnc(SCc2ccc(C)cc2)s1	-13	3	-7	.	3	17	.	1	9
CCOc1ccccc1NC(=O)N1CCC(NC(=O)c2cccc(C)c2)CC1	-10	-3	0	-164	3	-11	2.6*	7	5
O=C(NCCN1CCOCC1)c1cc(=O)[nH]c2ccc(Br)cc12	-5	3	-4	-15	-5	-2	1.2	1	9
COc1ccc(Cc2nc(C(=O)Nc3ccc(F)cc3)cs2)cc1	-5	-3	4	87*	-6	17	0.1	7	4
CC(=O)Nc1ccc(S(=O)(=O)NC(=O)C23CC4CC(CC(C4)C2)C3)cc1	-19	2	-3	-5	7	-9	1	1	4
Cc1ccc(Cl)cc1N1CCN(Cc2nnnn2C2CCCCC2)CC1	-5	2	-2	58*	1	-9	0.4	4	9
O=C(O)CCn1[nH]c(=O)ccc1=O	-6	-13	18	.	-4	21	.	3	14
COC(=O)c1ccccc1NC(=O)Cn1cnc2c(cnn2-c2ccccc2)c1=O	2	4	-6	10	3	-14	0.9	7	5
Cc1ccc2cc(CN(Cc3ccco3)C(=O)c3cccs3)c(=O)[nH]c2c1	-14	-2	1	31	-6	8	0.7	11	2
c1csc(Cn2nnnc2CN2CCN(c3nc4ccccc4s3)CC2)c1	2	3	-4	12	2	-36	0.9	6	5
COc1cc(C(=O)Nc2cc(C)ccn2)cc(OC)c1OC	-9	0	-1	5	1	-10	0.9	4	7
C=CCNC(=O)c1csc(-c2ccccc2)n1	-11	-2	6	35	-3	-19	0.6	3	.
CCOC(=O)c1c(C)oc2ccc(OCC(=O)N(CC)CC)cc12	1	-2	4	-13	-1	11	1.1	4	7
COC(=O)Cc1cnc(NC(=O)C2C3CCC(C3)C2C(=O)O)s1 (stereo not drawn)	-3	11	-12	-13	0	19	1.1	6	7
COc1cccc(S(=O)(=O)NCc2ccc(C(=O)Nc3ccc(C)cc3)cc2)c1	-8	-6	3	-5	-2	-4	1.1	-3	.
O=C(CCc1ccccc1)Nc1nnc(-c2cccs2)o1	62*	.	.	34	-2	-21	0.7	1	6
O=C(CCC(=O)NNC(=O)COc1ccccc1)NCc1ccccc1	-7	-18	21	2	-9	-40	1	2	.
CCOC(=O)c1sc(NC(=O)CSc2nnnn2-c2ccccc2)c(C(=O)OCC)c1C	-38	0	-4	49	-1	-14	0.5	16	5
O=C1CC(N2CCOCC2)C(=O)N1Cc1ccc(N2CCCC2=O)cc1 (stereo not drawn)	-5	-7	6	-7	-36	-1	1.1	4	-2

The list continues.
SMILES	PLK1 inh	PTPN22 inh 2	PTPN22 act	CYP2C9 inhib	EphB4 antag	PLK1 PBD inh	CYP2C9 act	Rev-RRE block	Calb biofilm kill
COc1cc(O)c(NC(C)=O)c2nonc12	-4	-12	9	0	-8	-2	1	0	6
CC(=N\Nc1ccccc1)/C(=N/O)C(=O)Nc1ccccc1	-5	13	-11	0	1	-16	1	4	.
NC(=O)CNC(=O)[C@@H]1CC2(CC(c3cccc(Br)c3)=NO2)CN1C(=O)c1ccc(Br)cc1 (stereo partly drawn)	1	-3	6	18	-9	-20	0.8	-3	.
O=C(NCc1ccccn1)C(C(=O)c1ccc(F)cc1)n1ccccc1=O (stereo not drawn)	-9	2	2	-20	3	13	1.2	6	2
Brc1ccc(-c2nc(-c3ccccc3)no2)o1	-4	4	-1	10	-4	4	0.9	4	10
CC1(C(=O)Nc2nccs2)Cc2ccccc2C(=O)O1 (stereo not drawn)	6	2	-3	-1	4	8	1	11	4
Cc1cc(C)c(S(C)(=O)=O)c(Sc2ccc(Cl)cc2)n1	2	-8	11	65*	3	4	0.3	9	.
Cc1cc(CC(=O)O)c(C)cc1CC(=O)O	1	2	-3	-20	8	-1	1.2	7	-8
O=C(NC1CCCCCC1)C1CCN(S(=O)(=O)c2ccc(F)cc2)CC1	-10	-6	3	-3	0	8	1	6	8
Cc1cc(N)n2nc(-c3ccc(C(C)(C)C)cc3)cc2n1	0	-4	1	38	-3	18	0.6	17	2
Cc1cccc(/C=C2/C(=O)/C(=C/c3ccccc3C)C3CCC2N3C)c1 (stereo not drawn)	-14	0	4	-16	-4	0	1.2	8	.
Cc1nnc(SC(C)C(=O)Nc2ccc3c(c2)OCCO3)s1 (stereo not drawn)	-7	-6	4	20	-4	-1	0.8	4	0
C=C(C)CSc1nnc(-c2cc(OC)c(OC)c(OC)c2)n1N	-4	1	-3	28	-5	-30	0.7	3	1
CCOC(=O)C(CC)Sc1nnc2cc(C)c3ccccc3n12 (stereo not drawn)	-11	2	-2	.	-2	-9	.	8	8
CCCCCn1c(=O)[nH]c2cc(C(=O)NCc3ccc4c(c3)OCO4)ccc2c1=O	12	-4	1	36	0	-17	0.6	2	-5
O=C(NC1CCCC1)C1(c2ccccc2)CCN(S(=O)(=O)c2ccccc2)CC1	-13	9	-7	46	6	-22	0.5	3	1
CCN(CCCNC(=O)C1CCC(=O)N1Cc1ccc(C)cc1)c1cccc(C)c1 (stereo not drawn)	3	-6	6	10	-1	-10	0.9	-2	0
